SDO1 yeast rescue – growth rescue of sdo1-depleted yeast, primary screen, S. cerevisiae, bone marrow failure model; S. cerevisiae sdo1-depleted JHY4D growth rescue, OD600 30 h; active compounds read high; pdr5 snq2 efflux-pump mutant strain; z-score at 10 µM; 140,000 tested, 0.21% active;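 active = z-score above 3 at both the 24 hr and the 30 hr optical density reads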;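 note: z-score against mean and SD of all compound wells on the same plate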
INS promoter inh – inhibitors of insulin promoter-driven GFP, primary screen, imaging, TRM-6 cells (human fetal islet line), eGFP reporter, cell count | reporter expression induced with tamoxifen | inhibition, % at 2 µM | 130,000 tested, 0.9% active | AID 1273, 2008;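 active = inhibition above the mean plus 3 SD, with well images judged a real hit on visual review, cut at about 60% in these data, passing the limit was not always enough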
SDO1 yeast rescue Rescue 24 h – further read-out of SDO1 yeast rescue, marked with its call; z-score; S. cerevisiae sdo1-depleted JHY4D growth rescue, OD600; measured here: growth rescue at 24 h;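 0 is the plate mean of compound wells and units are plate SD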
Numbers without * were called inactive; · = no result given; [ ] = another dose, or the depositor's remark.

SMILES	SDO1 yeast rescue	SDO1 yeast rescue Rescue 24 h	INS promoter inh
O=C1c2ccccc2C(Nc2ccc3c(c2)OCO3)N1Cc1ccco1 (stereo not given)	-0.31	-0.65	·
CN(C)CC(C)(C)CNC(=O)c1cc(=O)c2ccccc2o1	0.37	0.41	·
N#Cc1ccccc1Sc1ccccc1C(=O)Nc1ccccc1	0.54	0.49	10
CCN(C(=O)COC(=O)c1cnc(C)cn1)C1CCCCC1	0.84	0.31	-16
CCOC(=O)C1=C(O)/C(=C/c2cc(OC)c(O)c(OC)c2)SC1=Nc1ccc(OC)cc1	0.75	2.2	38
CCCN1CCC(NC(=O)CCc2nnc(Cc3cc(OC)ccc3OC)o2)CC1	·	·	25
CCN(CC)S(=O)(=O)c1cc(C(=O)Nc2ccccn2)ccc1C	-0.67	-0.98	-309
N#Cc1c(NC(=O)C2CC2)sc2c1CCCCC2	-1.2	-0.78	-36
CCOCCCNC(=O)CN1C(=O)C(CC)Oc2ccccc21 (stereo not given)	0.25	0.2	-77
CC(=O)N1CCN=C1SCc1ccccc1	1.1	0.59	·
CCc1nnc2cccc(Cl)n12	·	·	-85
Cn1c(SCc2cccnc2)nnc1-c1c[nH]c2ccccc12	0.03	0.13	·
Cn1c(=O)n(C)c2cc([N+](=O)[O-])c(N3CCN(C(=O)c4cccc(F)c4)CC3)cc21	·	·	20
CC(C)c1nc(-c2ccc([N+](=O)[O-])cc2)cs1	0.14	0.04	32
c1ccc2sc(SN3CCOCC3)nc2c1	-1.4	-1.6	·
Clc1ccc(-c2nnn(Cc3nc4ccccc4s3)n2)cc1	-0.6	-0.56	62
Cc1ccc(NC(=O)CSc2nc(NS(=O)(=O)c3ccccc3)cc(=O)[nH]2)cc1	0.35	0.14	-19
CN(CCOc1ccc(-c2ccn(S(=O)(=O)c3cccc4ccccc34)n2)cc1)c1ccccn1	0.15	0.28	-40
Cn1c(SCC(=O)NC(C)(C)C)nnc1-c1cccc(NC(=O)c2ccccc2F)c1	0.22	-0.66	-47
CC(C)C(=O)OCC(=O)Nc1ccc(N=Nc2ccccc2)cc1	-0.16	0	-22
CC(C)N(C(=S)NC1CC2CCC1C2)c1ccccc1 (stereo not given)	·	·	27
COC(=O)Cc1csc(Nc2ccccc2Cl)n1	1.4	1.5	·
CCCCCCNC(=O)CCNS(=O)(=O)c1ccc(C)cc1	·	·	-29
Cc1cccc(C)c1NC(=O)N1CCN(c2nc3ccccc3s2)CC1	0.11	0.28	-3
Brc1ccc(OCc2cn3ccccc3n2)cc1	·	·	42
Cc1cc(-c2n[nH]c(=S)n2/N=C/c2ccc(Cl)c([N+](=O)[O-])c2)n[nH]1	2.6	1.3	10
CCOC(=O)C1CCCN(C(=O)c2cc(Cl)ccc2Cl)C1 (stereo not given)	-0.03	-0.17	·
CN(C)c1ccc(C2NCC(CCl)O2)cc1 (stereo not given)	0.47	-0.22	-20
Cc1cc(C)c[n+](-c2nc3ccccc3nc2[N-]S(=O)(=O)c2cccs2)c1	0.19	-0.24	·
COc1ccc(CC(=O)OCC(=O)Nc2cccnc2Cl)cc1OC	·	·	-59
CCSC1=C(C#N)C(c2cccc(O)c2)CC(=O)N1 (stereo not given)	0.76	0.67	·
Cc1nnc(SCC(=O)Nc2ccc3c(c2)COC3=O)n1-c1ccccc1	0.38	1.4	·
COc1cc(C(=O)Nc2ccc(S(=O)(=O)N3CCCCC3C)cc2)cc(OC)c1OC (stereo not given)	-1.1	-1.4	·
Cc1cc(C)c2c(N)c3ccccc3nc2n1	0.54	-0.18	-83
O=C(Nc1cc(C(=O)N2CCCC2)ccc1N1CCCC1)c1ccccc1	0.36	0.6	-169
CCC(C)Nc1nc2c(c(=O)n(C)c(=O)n2C)n1Cc1ccc(F)cc1 (stereo not given)	-1.5	-1.1	-97
COc1cc(C(=O)N/C(=C\c2cn(C)c3ccccc23)C(=O)NCCCO)cc(OC)c1OC	·	·	-25
Cc1c(NC(=O)C2CCCN2C(=O)c2cccs2)c(=O)n(-c2ccccc2)n1C (stereo not given)	0.78	-0.11	·
Cc1cc(NC(=O)C2=C(O)c3ccccc3S(=O)(=O)N2C)no1	-0.66	-1.3	-59
Cc1ccc(NS(=O)(=O)c2ccc(Cl)c(C(=O)Nc3ccccc3-c3nc4ccccc4[nH]3)c2)cc1C	-0.67	-1.5	·
CNC(=O)c1cn(-c2ccccc2)c(=O)c2ccccc12	-0.16	-0.3	-29
CCCOC1(NC(=O)c2ccccc2)C(C)=CC(=O)C=C1C	0.23	-0.37	-7
CCOc1cc2[nH]c(=S)n(CCCCC(=O)NCc3ccco3)c(=O)c2cc1OCC	-0.39	0.06	23
CC(=O)Nc1c(O)nc(SCC(=O)Nc2c(C)cccc2C)[nH]c1=O	0.63	0.19	43
COC(=O)c1sc(NC(=O)c2ccc(C)o2)nc1C	0.83	-0.73	14
COc1ccc(NC(=O)c2c(SC)nsc2SC)cc1	-0.62	-0.74	·
Cc1sc2nc(SCC(=O)NCc3ccco3)n(C)c(=O)c2c1C	-0.2	0.06	-27
CCN(CC)CCCNC(=S)N(Cc1ccco1)Cc1cc2cc3c(cc2[nH]c1=O)OCCO3	0.11	0.27	·
CN(C)S(=O)(=O)c1cc(NC(=O)CN2CCN(c3ccccc3O)CC2)ccc1Cl	·	·	-17
O=C(Cn1c(-c2cncs2)nc2ccccc21)NCc1ccccc1	0.88	-0.13	-173
O=C(Nc1ncc2c(n1)CC(c1ccco1)CC2=O)c1ccc(Cl)cc1 (stereo not given)	0.24	0.77	·
CCOc1cc(C(=O)NCc2ccc(-c3nc4ccccc4o3)cc2)cc(OCC)c1OCC	1.2	3.2	-10
COC(=O)c1nn(-c2ccccc2)ccc1=O	-0.52	-2.4	-200
O=C(OCc1ccccc1)c1cccc(-c2nnc(-c3ccccc3)o2)c1	0.09	-0.15	28
CCOC(=O)N1CCN(C(=O)C(=O)Nc2ccc3nc4n(c(=O)c3c2)CCCCC4)CC1	0.72	-0.06	·
O=C(c1ccco1)N1CCCSC1=Nc1ccccc1	0.92	0.83	18
O=C(NCCCn1ccnc1)C(=O)NCC1OCCCN1S(=O)(=O)c1ccccc1 (stereo not given)	1.8	0.54	0
CN(C)c1ccc(-n2cccc2/C=N/n2cnnc2)cc1	-0.23	0.2	5
O=c1cc(-c2ccccc2)nc(N2CCN(Cc3ccccc3)CC2)[nH]1	-0.88	-0.91	23
Cc1ccc(C)c(Cn2nnc3c(=O)[nH]c(C4CCCN(C(=O)CC(C)C)C4)nc32)c1 (stereo not given)	-0.37	-1.5	·

Next part
SMILES	SDO1 yeast rescue	SDO1 yeast rescue Rescue 24 h	INS promoter inh
CCCc1nc(SCC(=O)Nc2nc3c(s2)CCCC3)c2ccccc2n1	-1.4	-1.4	·
CCOC(=O)CN1C(=O)S/C(=C/c2ccc3c(c2)n(C)c(=O)n3C)C1=O	-0.34	-0.12	-75
CCOc1c2ccc(C(=O)NCc3ccc(OC)cc3)cc2nn1CCOC	-0.17	-0.88	·
Cc1nn2c(nc(N3CCCCC3)c3ccccc32)c1C=O	-0.52	-0.61	22
CNc1oc(/C=C/c2ccccc2)nc1C#N	-0.51	-1	·
COc1ccc(-c2cnn3c4c(c(C)nc23)CCN4C2CCCC2)cc1OC	-0.78	0.07	·
CC(C)[C@H](NC(=O)Nc1ccc2c(c1)OCCO2)C(=O)O	0.28	-0.51	71
NC(=O)c1ccc(F)cc1	0.57[30.3 µM]	0.35	44
COc1ccc(NC(=O)NC23CC4CC(CC(C4)C2)C3)cc1OC	-0.39	0.24	-8
Cc1c(NC(=O)c2nn(C)c(=O)c3ccccc23)c(=O)n(-c2ccccc2)n1C	·	·	16
Cc1cccc(NC(=O)c2cc(N3C(=O)CCC3=O)ccc2Cl)n1	1.5	0.34	3
O=C(CCN1C(=O)c2ccncc2C1=O)Nc1ccc2c(c1)OCCO2	0.14	-0.03	19
c1ccc(C2=NCCCN2)cc1	-0.35	-0.99	33
COC(=O)c1ccc(C(=O)OC)c(NC(=O)CN2CCC(C)CC2)c1	·	·	-40
O=c1[nH]c2ccccc2n1CCC1CCCCC1	-2.3	-1.8	29

Part of the list above, as labelled records.
> Cc1nn2c(nc(N3CCCCC3)c3ccccc32)c1C=O
  SDO1 yeast rescue: -0.52; SDO1 yeast rescue Rescue 24 h: -0.61; INS promoter inh: 22

> CNc1oc(/C=C/c2ccccc2)nc1C#N
  SDO1 yeast rescue: -0.51; SDO1 yeast rescue Rescue 24 h: -1; INS promoter inh: ·

> COc1ccc(-c2cnn3c4c(c(C)nc23)CCN4C2CCCC2)cc1OC
  SDO1 yeast rescue: -0.78; SDO1 yeast rescue Rescue 24 h: 0.07; INS promoter inh: ·

Next entries.
SMILES	SDO1 yeast rescue	SDO1 yeast rescue Rescue 24 h	INS promoter inh
CSc1nc2nccc(-c3ccc(Oc4ccccc4)cc3)n2n1	-1.9	-1.2	-21
O=[N+]([O-])c1cccc(/C=N/n2c(COc3ccccc3)n[nH]c2=S)c1	0.13	0.77	-11
FC(F)(F)c1cc(-c2cccs2)nc(-n2cc(Br)cn2)n1	-2.1	-1.7	·
C=CCOC(=O)C1=C(C)NC(SC)=C(C#N)C1c1ccc(OCC)cc1 (stereo not given)	-0.22	-0.84	·
O=C(NCCc1nc2ccccc2[nH]1)/C(=C/c1ccc2c(c1)OCO2)NC(=O)c1ccc(Cl)cc1Cl	0.53	0.64	-26
COc1ccc2[nH]c(=O)c(CN(CCCN3CCOCC3)C(=O)NCc3ccccc3)cc2c1	2.2	0.53	·
COc1cc(/C=N/Nc2nc3ccccc3[nH]2)cc(OC)c1O	0.63	0.29	·
C=CCc1ccc(OCCCN2CCCC(C)C2)c(OC)c1 (stereo not given)	-0.93	-0.82	10
CC1=NN(C(=O)c2c(Br)cnn2C)C(O)(C(F)(F)F)C1 (stereo not given)	0.22	-0.93	46
O=C1CC(c2ccc(Br)cc2)NC(c2ccc(Br)cc2)C1c1ccccc1 (stereo not given)	-0.88	-0.59	0
COC(=O)c1c(-c2cccnc2)csc1NC(=O)c1cc(C)on1	-0.88	-0.8	-121
Cc1cc(NC(=O)CSc2ccc(-c3nc4cc(C)c(C)cc4[nH]3)cn2)no1	0.11	2.4	21
COc1ccccc1CN=c1c([N+](=O)[O-])nn(-c2ccc3c(c2)OCCO3)n1O	-1.1	-0.36	3
COC(=O)CSc1nnc(-c2cccs2)n1-c1ccc(Cl)cc1	-0.06	-0.23	-53
COc1ccc(NS(=O)(=O)c2cc(C(=O)N3CCN(C(C)=O)CC3)ccc2Cl)cc1	·	·	-7
CCOC(=O)C1=C(C)NC2=C(C(=O)CC(c3ccc(OC)c(OC)c3)C2)C1c1ccc(C)o1 (stereo not given)	-0.31	-1.3	3
Cc1c(NC(=O)c2cc(-n3cnnc3)ccc2Cl)cccc1-c1nc2ccccc2s1	0.64	1.1	-46
COc1ccc(N2CCN(C(=O)CSc3ncnc4scc(-c5ccc(C)cc5)c34)CC2)cc1	·	·	4
COc1ccc(CN2C(=O)NC3(CCOc4ccccc43)C2=O)cc1F (stereo not given)	2	1.6	·
CC(C)OC(=O)NC(c1ccccc1)C(Cl)(Cl)Cl (stereo not given)	0.4	0.49	12
Cc1ccc(S(=O)(=O)NC(C)C(c2cccs2)N2CCN(C)CC2)cc1 (stereo not given)	1.7	2.4	-112
COc1ccc(C(=O)Nc2ccccc2-c2ccccc2)cc1Cl	-0.32	0.25	26
O=C(CSc1nnc2ccccn12)c1ccc(Cl)cc1	·	·	-80
CCN(CC)C(=O)Cn1cc(SCC(=O)Nc2cc(C)on2)c2ccccc21	·	·	-115
Cc1ccc(NC2=CC(=O)OC(C)C2)cc1 (stereo not given)	0.08	-0.57	0
CCCOc1ccc(CCN2CCC(=O)NC2=O)cc1C	0.77	0.95	-100
O=C(CSc1nnc(SCc2ccc(Cl)cc2)s1)N/N=C/c1c(Cl)cccc1Cl	-1.2	-0.2	·
O=C(NCCCCc1ccccc1)C12CN(Cc3ccccc3)CC1C(c1cccc([N+](=O)[O-])c1)=NO2 (stereo not given)	0.6	0.49	-14
COc1cc(OC)cc(C(=O)NC(=S)Nc2cccnc2)c1	0.96	0.81	7
Cc1ccc(-n2nc(CC#N)c(C#N)c2N)cc1	0.64	0.66	·

Retrieved by structure from the entries so far:
SMILES	SDO1 yeast rescue	SDO1 yeast rescue Rescue 24 h	INS promoter inh
CCN(CC)C(=O)Cn1cc(SCC(=O)Nc2cc(C)on2)c2ccccc21	·	·	-115
Cc1ccc(S(=O)(=O)NC(C)C(c2cccs2)N2CCN(C)CC2)cc1 (stereo not given)	1.7	2.4	-112

Whole records as entered above. Values in the order: SDO1 yeast rescue	SDO1 yeast rescue Rescue 24 h	INS promoter inh
Profile of `O=C(NCCCCc1ccccc1)C12CN(Cc3ccccc3)CC1C(c1cccc([N+](=O)[O-])c1)=NO2` (stereo not given) = 0.6	0.49	-14
Profile of `Cc1ccc(NC2=CC(=O)OC(C)C2)cc1` (stereo not given) = 0.08	-0.57	0
Profile of `Cc1ccc(S(=O)(=O)NC(C)C(c2cccs2)N2CCN(C)CC2)cc1` (stereo not given) = 1.7	2.4	-112
Profile of `Cc1ccc(-n2nc(CC#N)c(C#N)c2N)cc1` = 0.64	0.66	·
Profile of `O=C(CSc1nnc2ccccn12)c1ccc(Cl)cc1` = ·	·	-80

(list continues)
SMILES	SDO1 yeast rescue	SDO1 yeast rescue Rescue 24 h	INS promoter inh
CCNC(=O)Oc1ccc(-c2csnn2)cc1	·	·	-12
CCCCCCn1c(SCC(=O)c2c(N)n(C)c(=O)n(C)c2=O)nc2ccccc21	-0.83	-0.59	-12
C=CCN(CC=C)CCOc1ccccc1	1.4	-0.58	19
C[C@H](NC(=O)Cc1cccc2ccccc12)C(=O)N1CCCN(C)CC1	·	·	-10
CC(C)SCCCOc1ccc(C(C)(C)C)cc1	0.34	-0.02	10
O=C(COC(=O)c1ccc(S(=O)(=O)N2CCCC2)cc1)NCc1ccccc1	-0.82	-1.4	21
c1ccc(NCc2nnc3n2CCCCC3)cc1	2.1	1.9	·

Screens deposited in PubChem BioAssay by several laboratories.
